VEEV TC-83 Vero: inhibitors of VEEV TC-83 cytopathic effect, confirmation, Vero cells (AID 588727) | Vero cells, VEEV TC-83 cytopathic effect inhibition; higher % means a stronger effect | inhibition, % at 20 µM, or IC50 in µM where a hit was titrated | 350,000 compounds, 0.13% hits; in the data active = a potency from the dose series; inconclusive = inhibition mostly from about 14% at the one dose, without a potency; inactive = the rest, 99 in 100 with inhibition below about 12%; also: strong numbers were not always called active
tuberculosis growth: growth inhibition of non-replicating M. tuberculosis (AID 488890). Mycobacterium tuberculosis non-replicating, growth inhibition; higher % means a stronger effect. 320,000 compounds, 0.39% hits. inhibition, % at 25 µM; hits with a dose series show IC50 in µM; in the data active = a potency from the dose series; inconclusive = inhibition mostly from about 82% at the one dose, without a potency; inactive = the rest, 99 in 100 with inhibition below about 76%;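 also: plate controls were DMSO cells for no effect and high antibiotic wells for full effect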
influenza NS1A: H1N1 influenza NS1A inhibitors, functional cell based assay (AID 504329); NS1A functional cell-based assay, percent inhibition; higher % means a stronger effect; inhibition, % at 12.5 µM, or IC50 in µM where a hit was titrated; 340,000 compounds, 0.3% hits; in the data active = a potency from the dose series; inconclusive = inhibition above about 27% without an active follow-up result; also: strong numbers were not always called active
H37Rv inhibition: M. tuberculosis growth inhibition, HTS (AID 449762). M. tuberculosis H37Rv growth inhibition, 7H9 media; higher % means a stronger effect. 330,000 compounds, 0.59% hits. inhibition, % at 25 µM; hits with a dose series show IC50 in µM; in the data active = a potency from the dose series; inconclusive = inhibition above about 70% without an active follow-up result;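 also: bacterial growth assessed after seven days of incubation; strong numbers were not always called active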
PhoP GFP inhibition: PhoP regulon inhibitors, Salmonella typhi PhoP promoter GFP reporter, confirmatory (AID 1850); Salmonella Typhi PhoP-promoter GFP reporter, fluorescence, 4 h; higher % means a stronger effect; inhibition, % at 50 µM; hits with a dose series show IC50 in µM; 310,000 compounds, 0.33% hits; in the data active = a potency from the dose series; inconclusive = inhibition mostly from about 25% at the one dose, without a potency; inactive = the rest, 99 in 100 with inhibition below about 19%;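 also: 0% = induced wells with vehicle and 100% = uninduced wells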
VEEV TC-83 Vero 10K pilot screen: second read-out of VEEV TC-83 Vero, no call of its own (marks repeat the call); inhibition, %; measured here: 10K pilot screen inhibition
An asterisk follows results filed as active; i = inactive; u = inconclusive; x = not tested or not shown.

SMILES | VEEV TC-83 Vero | tuberculosis growth | influenza NS1A | H37Rv inhibition | PhoP GFP inhibition | others
Cn1c(CC(=O)Nc2ccccc2)nnc1SCC(=O)NC1=NCCS1 | 3.0% | -16% | 7% | 6% | 3%
CCOC(=O)C1CCCN(C(=O)CC(c2ccccc2)c2ccccc2)C1 (centres undefined) | 1.5% | 6% | 7% | -1% | 1%
COc1cc2c(cc1OC)C(COc1ccc(C(C)C)cc1)NCC2 (centres undefined) | i | 45% | 0% | 6% | 3%
O=C(Oc1cccc(O)c1)C1CCCCC1 | x | -1% | x | 9% | -1%
CCOC(=O)c1ccc(-n2c(CN3CCN(CCO)CC3)nc3ccc([N+](=O)[O-])cc3c2=O)cc1 | 1.3% | 19% | 2% | 4% | 4%
Cc1noc(C)c1S(=O)(=O)N1CCCN(C(=O)/C=C/c2ccccc2F)CC1 | i | 17% | -9% | -7% | x
COc1ccc(NC(=O)N2CCCc3ccccc32)c(OC)c1 | i | 34% | 8% | 0% | -7%
COc1ccc(C2=CC(=O)C[C@H](c3ccc(OC)c(OC)c3)C2)cn1 | 0.6% | -5% | -2% | -9% | x | VEEV TC-83 Vero 10K pilot screen=1.0
C=CCOc1ccc(CN(C)C(=O)CNC(=O)c2ccc(-c3ccccc3)cc2)cc1 | 0.4% | 18% | 1% | 2% | -14%
CCN(CC)C(=O)[C@H]1C[C@H](CC(=O)NC(C)(C)C)C(=O)N2CCc3c([nH]c4cc(CCC(=O)N(C)C)ccc34)[C@]12C | 0.0% | x | -22% | x | x
COc1cc(OC)cc(C(C(=O)NC2CCCCC2)N(C(=O)c2ccno2)c2ccccc2)c1 (centres undefined) | 0.9% | 8% | 4% | 6% | -8%
COc1cc(-c2nc3ccc4ccccc4c3c3c2CCC3)cc(OC)c1OC | 11% | x | 0% | -8% | -5%
CCOC(=O)c1c(C)oc2ccc(OC(=O)COc3c(F)c(F)c(F)c(F)c3F)cc12 | 1.4% | 72% | -11% | u | -8%
CCOC(=O)C1CCCN(C(=O)c2cc3c(OC)c(OC)c(OC)cc3[nH]2)C1 (centres undefined) | 0.1% | 2% | -8% | 4% | 1%
O=C(C[n+]1cc(-c2ccc(F)cc2)n2c1CCC2)OCc1ccccc1 | 0.9% | -6% | -4% | -7% | -2%
CC(=O)c1ccc(N2C(=NC(=O)C3CCCO3)SC3CS(=O)(=O)CC32)cc1 (centres undefined) | 0.7% | -1% | 7% | -4% | -2%
Cc1cc(C)n(-c2nc3sc4c(c3c(=O)[nH]2)CCCC4)n1 | x | u | x | u | 1%
CC(OC(=O)CSc1ccc([N+](=O)[O-])cc1)C(=O)NCc1ccco1 (centres undefined) | 0.8% | 42% | -2% | 2% | -1%
O=C(O)/C=C/c1cn(-c2ncc(C(F)(F)F)cc2Cl)c2ccccc12 | 0.8% | 25% | 6% | 3% | -1%
Cc1cc(C(=O)OCC(=O)Nc2cc(S(=O)(=O)N(C)C)ccc2C)c(C)o1 | x | 3% | x | 0% | -9%
O=C(NC(=S)N1CCN(C/C=C/c2ccccc2)CC1)c1ccc(Cl)nc1 | 0.6% | u | 5% | u | 9%
COc1ccccc1C/C(N)=N/OC(=O)COc1ccccc1C | 0.6% | 46% | 8% | 9% | -1%
Cc1ccc(CN2CCC(n3nccc3NC(=O)CCOc3ccccc3)CC2)cc1C | 1.8% | 27% | -5% | 6% | 12%
CC(C)CCOC(=O)C1C(c2ccccc2)C(C(=O)O)C1c1ccccc1 (centres undefined) | 0.8% | -4% | -11% | 3% | -4%
Cc1ccccc1NC(=O)C(=O)Nc1ccccc1C | 1.2% | -8% | 2% | -5% | -6%
O=C1N/C(=C/c2ccc(N3CCOCC3)o2)C(=O)N1c1ccccc1 | 1.0% | 13% | 10% | 7% | -12%
COC(=O)[C@H](CCSC)NC(=O)[C@@H](Cc1cnc[nH]1)NC(=O)OCc1ccccc1 | 0.4% | 0% | -2% | 5% | -2%
CCCn1c(C)cc(C(=O)CSc2nc3nc(C)cc(C)n3n2)c1C | 0.7% | 38% | 7% | -6% | 7%
O=C(c1ccccc1)c1cc2cc(Cl)ccc2[nH]1 | 1.0% | -1% | -24% | 5% | -18%
Cn1cc(C(=O)Nc2ccc(F)c(F)c2)cn1 | 3.0% | -1% | 4% | -3% | 4%
O=C(/C=C/c1ccc(Br)cc1)NC(=O)c1ccccc1O | 1.4% | u | -10% | 53% | -4%
CN(C)c1cccc(C(=O)OCC(=O)N2CCc3ccccc3C2)c1 | 3.5% | 25% | -15% | 11% | -24%
O=C(COc1ccc([N+](=O)[O-])cc1)Nc1nc(-c2ccccn2)cs1 | 7.6% | u | -4% | u | 16%
CC1(C)CC2(CCO1)OC(=O)CC2C(=O)Nc1ccc(Br)cc1 (centres undefined) | 0.4% | -6% | -9% | 8% | -1%
Cn1c(=O)c2c(ncn2CC(=O)N2CCN(c3cccc(Cl)c3)CC2)n(C)c1=O | 0.3% | -4% | 6% | 1% | 9%
O=C(COc1ccccc1)Nc1cccc2nsnc12 | 1.4% | 58% | -4% | 0% | 4%
COc1ccc(S(=O)(=O)Nc2cc3c(cc2C(C)=O)OCO3)cc1 | 11% | 14% | 2% | 2% | -6%
COC(=O)CSc1nc(N2CCOCC2)c2c(c1C#N)CC(C)(C)OC2 | 0.0% | 59% | 16% | 5% | -2%
CCOc1cc(/C=C/C(=O)OCC(=O)NCc2ccco2)cc(Cl)c1OC | 5.9% | 45% | 13% | 36% | 5%
O=C(CCNC(=O)c1ccc([N+](=O)[O-])cc1)NCCCN1CCCC1=O | 1.0% | -3% | 10% | -1% | -3%

5 entries out of the list, ordered by SMILES length, high to low:
SMILES | VEEV TC-83 Vero | tuberculosis growth | influenza NS1A | H37Rv inhibition | PhoP GFP inhibition | others
O=C(CCNC(=O)c1ccc([N+](=O)[O-])cc1)NCCCN1CCCC1=O | 1.0% | -3% | 10% | -1% | -3%
O=C(NC(=S)N1CCN(C/C=C/c2ccccc2)CC1)c1ccc(Cl)nc1 | 0.6% | u | 5% | u | 9%
CCOc1cc(/C=C/C(=O)OCC(=O)NCc2ccco2)cc(Cl)c1OC | 5.9% | 45% | 13% | 36% | 5%
COc1ccc(S(=O)(=O)Nc2cc3c(cc2C(C)=O)OCO3)cc1 | 11% | 14% | 2% | 2% | -6%
COc1ccccc1C/C(N)=N/OC(=O)COc1ccccc1C | 0.6% | 46% | 8% | 9% | -1%

Next entries follow.
SMILES | VEEV TC-83 Vero | tuberculosis growth | influenza NS1A | H37Rv inhibition | PhoP GFP inhibition | others
Cc1cccc(NC(=O)CN(C2=NC3CS(=O)(=O)CC3S2)c2ccccc2F)c1 (centres undefined) | 1.0% | -10% | 1% | -11% | 0%
O=C(c1cnn2ccccc12)N1CCc2ccccc21 | 2.9% | -6% | 6% | -9% | -14%
O=C(O)c1cccc2c1C(=O)N(C1CCCCC1)C2 | 0.3% | 17% | 0% | -6% | -15%
COc1ccc(NC(=O)CCNS(=O)(=O)c2cccc3nonc23)c(OC)c1 | i | 0% | -5% | -6% | 12%
CC(C(=O)NCc1cccc(Cl)c1)N1C(=O)c2ccccc2C1=O (centres undefined) | 0.1% | -8% | -14% | 1% | 12%
CC(C)(C)c1ccc(C(=O)NNc2cc(Cl)cc(Cl)c2)cc1 | i | -10% | 4% | u | 2%
O=C(c1ccc2ccccc2c1)c1c[nH]cc1-c1ccccc1 | 4.8% | 6% | 8% | -2% | 2%
CC(=O)N1CC=C2C(C#N)=C(N)C(C#N)(C#N)C(C)C2C1 (centres undefined) | 1.9% | -4% | -3% | -4% | 10%
CCCN1CCN(C(=O)CCCNC(=O)Cn2cnc3sc(C)c(C)c3c2=O)CC1 | 1.5% | -16% | -1% | -4% | 1%
CC(C)C(=O)Nc1cccc(-c2cn3ccsc3n2)c1 | 5.6% | 8% | 8% | 2% | 8%
OC1CCCN(Cc2c3ccccc3cc3ccccc23)C1 (centres undefined) | 0.8% | 26% | -5% | 6% | 13%
CN(C)c1ccc(NC(=O)CN2CCN(CC(=O)Nc3ccc(F)cc3)CC2)cc1 | 1.0% | 0% | 12% | 3% | 2%
CCOC(=O)CSc1nnc(C2CCCCC2)n1C | 3.1% | 0% | -2% | -6% | 2%
O=C(CSc1n[nH]c(-c2cccnc2)n1)Nc1ccnc2ccccc12 | 9.3% | 6% | 11% | 0% | 2%
O=C(NC1=NCCS1)c1cc(-c2cccc(Br)c2)nc2ccccc12 | 5.6% | 68% | -1% | u | 6%
O=C1C(Cc2ccccc2)Nc2ncnc(N3CCOCC3)c2N1Cc1ccc(Cl)cc1 (centres undefined) | 0.7% | 30% | -2% | 23% | 7%
O=C(N/N=C/c1ccccc1)c1ccco1 | 8.5% | 42% | -18% | 0% | 6%
O=[N+]([O-])c1ccccc1-c1ccc(CN2CCN(c3ccccc3)CC2)o1 | i | x | -20% | -1% | -3%
CN(C)c1ccc(C(c2nnnn2C(C)(C)C)N2CCN(C(=O)c3ccco3)CC2)cc1 (centres undefined) | 1.0% | 10% | -7% | 3% | -13%
O=C1/C(=C/c2ccccn2)SC(=S)N1Cc1ccccc1 | i | 4% | x | 12% | 1%
CCOC(=O)NCc1ccc2c(c1)cc(C)n2C | i | u | 11% | 70% | 0%
Cc1cc(C)n(/N=C/c2cccc(O)c2)c(=O)c1C(N)=O | 0.9% | 6% | -3% | -11% | 3%
C=C(C)CNC(=S)N/N=C(\C)c1ccc(Cl)s1 | 0.4% | 80% | 7% | u | 1%
N#Cc1ccccc1-c1ccccc1C(=O)N1CCCCC1 | 1.0% | 7% | -26% | -6% | 0%
CC[C@]1(C(=O)OC)[C@H]2C(=O)N(C)C(=O)[C@H]2[C@H]2CN(C)C(=NCc3ccccc3)N21 | 0.5% | x | 14% | x | x
COC(=O)[C@]1(Cc2ccccc2)N[C@H](CN(C)S(=O)(=O)c2ccc(F)cc2)[C@@H]2C(=O)N(C)C(=O)[C@@H]21 | 0.1% | 9% | 1% | 4% | x
COc1ccccc1-c1nnc(SCC(=O)Nc2ccc(Cl)cc2Cl)o1 | 1.0% | 11% | -43% | -3% | -7%
O=C(NN=C1C2CC3CC(C2)CC1C3)c1cccs1 | 0.6% | u | 1% | -7% | 8%
COc1ccc(CCN(Cc2cc3cccc(C)c3[nH]c2=O)C(=O)N2CCCC2)cc1OC | 10% | 18% | 1% | -6% | 5%
CCn1nc(C)c(CNC(=O)c2cc(COc3cncc(Cl)c3)on2)c1C | 5.4% | 2% | 0% | -1% | 6%
O=C(CN1C(=O)/C(=C\c2cccs2)SC1=S)Nc1cccc(C(=O)O)c1 | 1.0% | -3% | 1% | -4% | -6%
CN1CCCN(C(=O)CC(c2ccccc2)c2ccccc2)CC1 | 0.5% | 19% | -2% | 2% | -6%
CCc1ccccc1NC(=O)CN1CCN(C(=O)COc2ccccc2C#N)CC1 | 2.4% | 9% | -18% | -2% | x
CC(/C=C/c1ccc2c(c1)OCO2)=N/NC(=O)C1COc2ccccc2O1 (centres undefined) | x | 4.5µM* | x | -1% | -10%
Cc1ccc(-c2noc(CSc3nnc(CCc4ccccc4)n3-c3ccccc3)n2)cc1 | i | 19% | 12% | 0% | -7%
COc1cccc(C(=O)C2CCCN(Cc3cccc(-n4nc(C)cc4C)c3)C2)c1 (centres undefined) | i | 24% | 3% | 5% | -5%
COc1cc(C=c2c3ccccc3n3c2cc(-c2ccccc2)[n+]3C)cc(OC)c1OC | 0.2% | x | 6% | x | x
COc1ccc(-c2cc(C(F)(F)F)n3nc(C(=O)N(C)Cc4ccccc4)cc3n2)cc1OC | 6.6% | 14% | -24% | 6% | -2%
O=C(NC1CCCCCC1)C1c2ccccc2C(=O)N1C1CC1 (centres undefined) | 0.2% | 1% | 6% | -4% | 4%
O=C1NC(=S)NC(=O)C12C(c1ccccc1)NC(=S)NC2c1ccccc1 (centres undefined) | 0.6% | -1% | -6% | 7% | -10%
O=C(O)c1ccc(N2CCCCC2)cc1 | i | -3% | 2% | 45% | -7%

Quoted at random: 4 entries already listed.
SMILES | VEEV TC-83 Vero | tuberculosis growth | influenza NS1A | H37Rv inhibition | PhoP GFP inhibition | others
COc1ccc(CCN(Cc2cc3cccc(C)c3[nH]c2=O)C(=O)N2CCCC2)cc1OC | 10% | 18% | 1% | -6% | 5%
O=C1NC(=S)NC(=O)C12C(c1ccccc1)NC(=S)NC2c1ccccc1 (centres undefined) | 0.6% | -1% | -6% | 7% | -10%
O=C(NN=C1C2CC3CC(C2)CC1C3)c1cccs1 | 0.6% | u | 1% | -7% | 8%
CCn1nc(C)c(CNC(=O)c2cc(COc3cncc(Cl)c3)on2)c1C | 5.4% | 2% | 0% | -1% | 6%
